KCNQ1 pot = potentiators or activators of KCNQ1 channel, primary screen, cell-based, thallium flux, high-throughput | 310,000 tested, 0.35% active | B-score at 10 µM | Potassium voltage-gated channel subfamily KQT member 1 (Homo sapiens), P51787 | AID 2648, 2010 | CHO-K1 KCNQ1, thallium flux FluxOR fluorescence; hits give high values;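 active means fluorescence ratio B-score, a plate-corrected score, at least three library SD, with initial intensity B-score within 5 SD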
Target sequence (P51787 whole entry, looked up): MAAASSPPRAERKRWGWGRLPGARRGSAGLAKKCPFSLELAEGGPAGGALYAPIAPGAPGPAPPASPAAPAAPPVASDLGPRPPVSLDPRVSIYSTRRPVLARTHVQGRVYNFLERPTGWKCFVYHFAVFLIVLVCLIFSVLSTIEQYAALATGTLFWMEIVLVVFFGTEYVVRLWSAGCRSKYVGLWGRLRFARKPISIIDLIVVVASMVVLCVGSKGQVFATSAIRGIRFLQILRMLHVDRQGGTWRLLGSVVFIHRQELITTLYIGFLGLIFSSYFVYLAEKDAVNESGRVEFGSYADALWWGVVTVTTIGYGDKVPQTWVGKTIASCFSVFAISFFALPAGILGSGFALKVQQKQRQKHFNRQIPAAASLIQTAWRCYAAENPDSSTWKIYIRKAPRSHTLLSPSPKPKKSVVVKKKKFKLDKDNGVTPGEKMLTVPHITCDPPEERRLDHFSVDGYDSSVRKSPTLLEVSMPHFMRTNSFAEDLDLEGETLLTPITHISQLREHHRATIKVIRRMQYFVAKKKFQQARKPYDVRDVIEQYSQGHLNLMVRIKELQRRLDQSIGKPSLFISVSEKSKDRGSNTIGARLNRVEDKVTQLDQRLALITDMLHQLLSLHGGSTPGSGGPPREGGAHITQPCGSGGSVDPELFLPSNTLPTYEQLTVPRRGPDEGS
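Assay system: CHO-K1 cells stably expressing KCNQ1; Medium: assay buffer with matched DMSO; Also added: K+/Tl+ depolarizing stimulus; Dosing: single dose; Timing: dye 90 min, compound 20 min, room temperature; Measured by: kinetic FluxOR thallium fluorescence, 10-s 1-Hz baseline, 110-s post-stimulus read; Read-out: peak-minus-minimum fluorescence over initial fluorescence, negative-control normalized, B-scored.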
hERG rescue = hERG rescue from dofetilide block, primary screen, cell-based, CHO-hERG, FluxOR thallium flux, dofetilide IC70; Voltage-gated inwardly rectifying potassium channel KCNH2 (Homo sapiens), Q12809; dofetilide IC70 present; activation (rescue from dofetilide block), less the hit threshold, % at 10 µM; 310,000 tested, 0.51% active;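 active means activation above the mean of controls blocked by dofetilide plus 5 SD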;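 further: thallium influx through hERG after potassium depolarization seen as dye fluorescence rise; in these data hits start at about 4.7%; inactives centre near -7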
SKKanGAS inh = S. pyogenes SKKanGAS growth inhibitors in kanamycin, primary screen, streptokinase expression inhibitor project, SKKanGAS strain, BacTiter-Glo luminescence | 300,000 tested, 1.3% active | inhibition, % at 7.5 µM | AID 1662, 2009 | 6 h;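 active means mean replicate score, as percent of positive control median, at least 50; inconclusive means mean below 50 but one replicate at or above 50; inactive means mean and every replicate below 50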;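 further: strain carries kanamycin resistance gene driven by streptokinase promoter and grows in 40 µg/ml kanamycin; loss of luminescence reflects streptokinase promoter inhibition or plain growth inhibition; 0% = median of DMSO wells and 100% = positive control at its reference dose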
HDAC3 inhib = HDAC3 deacetylase inhibitors, primary screen, biochemical, fluorescence, cell-free homogeneous; recombinant HDAC3, fluorogenic peptide/trypsin coupled; Histone deacetylase 3 (Homo sapiens), O15379; inhibition, % at 8.3 µM; 320,000 tested, 0.15% active; in the data active means inhibition above about 26%, passing the limit was not always enough; inconclusive means no clear call, values can overlap the other calls
ANO1 activ = TMEM16A chloride channel activators or potentiators, primary screen, cell-based, HTS | HEK293 TMEM16A/YFP-H148Q/I152L, iodide quench fluorescence; hits give low values | B-score at 10 µM | 340,000 tested, 0.3% active | AID 623877, 2012;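 active means fluorescence-ratio B-score plate-corrected deviation score at least 3 library SD below zero, with starting fluorescence score within 5 deviations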;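 further: channel opened by trigger with iodide after compound preincubation; score built on the fluorescence ratio of max minus min over baseline; more negative score means more quench and so TMEM16A activation or potentiation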
KCNK3 block = human KCNK3 channel inhibitors, primary screen, CHO cells, FluxOR thallium flux, B-score; Potassium channel subfamily K member 3 (Homo sapiens), O14649; FluxOR fluorescence; hits give low values; B-score at 10 µM; 340,000 tested, 0.84% active;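 active means B-score under library mean minus 4 SD, starting fluorescence ratio at most library mean plus 5 SD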;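 further: more negative B-score means stronger inhibition of thallium flux through KCNK3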
RGS4 pot = RGS4 potentiators or activators, primary screen, cell-based, HEK293 M3R inducible RGS4, calcium flux; 310,000 tested, 0.92% active; B-score at 10 µM; carbachol calcium flux Fluo4; hits give low values;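 active means B-score of the integrated calcium signal more than 4 SD below the library mean, with starting fluorescence not abnormally high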;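 further: negative B-score means reduced calcium response which marks RGS4 activation or potentiation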
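Also added: carbachol at ECmax as muscarinic agonist stimulus; Assay system: HEK293 cells with stable M3R and inducible RGS4; Timing: overnight RGS4 induction, 30 min dye load 37 °C, 20 min compound RT; Measured by: Fluo4-AM (2 µM) calcium-flux fluorescence, kinetic read.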
ANO1 block = TMEM16A chloride channel inhibitors, primary screen, cell-based, HTS. HEK293 TMEM16A/YFP iodide influx fluorescence, ionomycin. 310,000 tested, 1.2% active. normalized B-score (activity score, 25-100; higher = stronger inhibition) at 10 µM;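 active means ratio plate-corrected score three or more library SD toward inhibition, starting fluorescence score within five deviations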;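 further: score derived from kinetic fluorescence span divided by baseline fluorescence per well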
RGS4 inh = RGS4 inhibitors, primary screen, cell-based, HEK293 M3R inducible RGS4, calcium flux; B-score at 10 µM; Regulator of G-protein signaling 4 (Homo sapiens), P49798; Fluo-4 calcium flux; hits give high values; triggered by carbachol at its EC20; 310,000 tested, 0.45% active;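 active means B-score, a plate-corrected calcium signal, over three deviations above library mean, with baseline fluorescence within five deviations of library mean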;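 further: RGS4 expression induced by doxycycline in cells with stable M3 receptor; B-score is computed from the integrated fluorescence ratio over baseline after carbachol; higher B-score means a larger calcium signal and so more RGS4 inhibition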
KCNK9 inh = KCNK9 potassium channel inhibitors, primary screen, HEK293 cells, thallium flux; Potassium channel subfamily K member 9 (Homo sapiens), Q9NPC2; B-score at 10 µM; FluxOR thallium flux fluorescence; hits give low values; 310,000 tested, 1.2% active;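 active means ratio B-score over 3 SD below the library mean, with starting fluorescence within 5 SD of its mean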;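 further: negative B-score means less thallium flux so channel inhibition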
Target sequence (Q9NPC2 whole entry, looked up): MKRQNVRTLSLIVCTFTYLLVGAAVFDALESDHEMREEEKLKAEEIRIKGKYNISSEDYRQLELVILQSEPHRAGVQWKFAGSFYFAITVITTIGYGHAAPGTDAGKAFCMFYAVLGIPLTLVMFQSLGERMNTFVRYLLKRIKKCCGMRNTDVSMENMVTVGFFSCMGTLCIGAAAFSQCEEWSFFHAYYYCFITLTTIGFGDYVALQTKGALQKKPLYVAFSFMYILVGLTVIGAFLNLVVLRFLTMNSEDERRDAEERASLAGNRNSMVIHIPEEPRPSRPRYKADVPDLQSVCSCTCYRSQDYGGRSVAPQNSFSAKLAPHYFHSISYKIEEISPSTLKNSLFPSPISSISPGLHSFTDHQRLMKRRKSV
KCNQ1 inh = inhibitors of human KCNQ1 channel, primary screen, cell-based, thallium flux, high-throughput. AID 2642, 2010. 310,000 tested, 1.3% active. B-score at 10 µM. CHO-K1 KCNQ1, FluxOR thallium flux fluorescence; hits give high values. Potassium voltage-gated channel subfamily KQT member 1 (Homo sapiens), P51787;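 active means compounds whose thallium flux B-score, printed positive for inhibition, exceeds three library SD while starting fluorescence stays within three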;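 further: channel opened by potassium depolarization with thallium stimulus after 20 min compound exposure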
* hit, by the source's call; i = inactive; ? = inconclusive; / = not tested or not shown.

SMILES	KCNQ1 pot	hERG rescue	SKKanGAS inh	HDAC3 inhib	ANO1 activ	KCNK3 block	RGS4 pot	ANO1 block	RGS4 inh	KCNK9 inh	KCNQ1 inh
O=C(N/N=C/c1cc2ccccc2nc1Cl)[C@H]1C[C@@H]1c1ccccc1	i	-8	21	6	i	i	i	i	i	i	i
Cc1cc(C(=O)O)sc1C	i	-10	2	-3	i	i	i	i	i	i	i
CCOC(=O)N1CCN(S(=O)(=O)c2ccc(OC)c(OC)c2)CC1	i	-9	0	4	i	i	i	i	i	i	i
CC(CCc1ccccc1)NC(=O)CCNS(=O)(=O)c1ccccc1 (stereo not given)	i	-15	-4	-3	i	i	i	i	i	i	i
COc1ccc(CCN(Cc2cccs2)S(=O)(=O)c2ccc(-n3cnnn3)c(OC)c2)cc1OC	i	-4	-8	-4	i	i	i	i	i	i	i
COc1ccc2c(-c3ccccc3)cc(N3CCOCC3)nc2c1	i	-5	-6	-24	i	i	i	i	i	i	i
O=C1CC(c2ccccc2Cl)CC(O)=C1C=NCCCO (stereo not given)	i	0	-4	3	i	i	i	i	i	i	i
CCn1ccnc1CNC(=O)C1CCC(=O)N(Cc2cccc(C(F)(F)F)c2)C1 (stereo not given)	i	-12	13	-3	i	i	i	i	i	i	i
C/C(=N\NC(=O)C1CC1)c1cccs1	i	-7	-5	0	i	i	i	i	i	i	i
CC(NC(=O)c1cccs1)c1nnc(SCc2ccc(Cl)cc2Cl)n1C (stereo not given)	i	-11	-8	-2	i	i	i	i	i	i	i
COc1ccc(C(=O)c2ccc3oc(-c4ccc(OC)cc4)c(C#CCCO)c3c2)cc1	i	-5	0	3	i	i	i	i	i	i	i
NS(=O)(=O)c1ccc2nc(NC(=O)Nc3ccc(F)cc3)sc2c1	i	-9	-8	-3	i	i	i	i	i	i	i
COc1ccc(S(=O)(=O)N2CCN(C(=O)c3cccs3)CC2)cc1OC	i	-12	-11	12	i	i	i	i	i	i	i
CC(C)Sc1ccc([N+](=O)[O-])cc1C(=O)Nc1ccncc1	i	-9	0	5	i	i	i	i	i	i	i
CC(C)(C)c1ccc(OCCNC(=O)c2ncn[nH]2)cc1	i	-9	0	5	i	i	i	i	i	i	i

Single values from the list.
SKKanGAS inh with COc1ccc(CCN(Cc2cccs2)S(=O)(=O)c2ccc(-n3cnnn3)c(OC)c2)cc1OC reads -8
HDAC3 inhib with NS(=O)(=O)c1ccc2nc(NC(=O)Nc3ccc(F)cc3)sc2c1 reads -3

Next section:
SMILES	KCNQ1 pot	hERG rescue	SKKanGAS inh	HDAC3 inhib	ANO1 activ	KCNK3 block	RGS4 pot	ANO1 block	RGS4 inh	KCNK9 inh	KCNQ1 inh
O=C(C1CCN(S(=O)(=O)c2ccccc2)CC1)N1CCN(c2ccccc2)CC1	i	-2	-4	0	i	i	i	i	i	i	i
COc1ccc(C(C)C)cc1S(=O)(=O)N1CCC(C(=O)N2CCN(C)CC2)CC1	i	-7	5	1	i	i	i	i	i	i	i
O=c1c2nnn(Cc3ccccc3)c2ncn1C/C=C/c1ccccc1	i	-9	-12	/	i	i	i	i	i	i	i
COc1ccc(C2c3c(-c4ccccc4O)n[nH]c3C(=O)N2Cc2ccco2)cc1 (stereo not given)	i	-10	13	11	i	i	i	i	i	i	i
COCCNC(=S)N/N=C(\C)c1ccccc1OC	i	-5	-11	-1	i	i	i	i	5.7*	i	i
Cc1ccccc1N1C(=O)c2cccc3cccc(c23)C1=O	i	-1	5	-8	i	i	i	i	i	i	i
c1nnnn1C12CC3CC(CC(C3)C1)C2	i	0	3	3	i	i	i	i	i	i	i
Cn1c(=O)[nH]c(=O)c2c1nc(N1CCOCC1)n2CC(O)COc1ccc2ccccc2c1 (stereo not given)	i	-6	-10	-10	i	i	i	i	i	i	i
O=C(NCc1ccccn1)c1ccc2c(c1)N(Cc1ccccc1)CCS2	i	-16	-5	-23	i	i	i	i	i	i	i
O=C(CCc1nnc(Cc2ccc3c(c2)OCO3)o1)NCCc1ccccc1Cl	i	-7	-1	0	i	i	i	i	i	i	i
COc1ccc(OC(=O)COc2ccccc2C)cc1	i	-12	8	4	i	i	i	i	i	i	i
CCOc1ccccc1NC(=O)Nc1cccc(C(C)=O)c1	i	-14	11	-6	i	i	i	i	i	i	i
CCCCn1c(=O)[nH]c(=O)c2c1nc(-c1ccc(CC)c([N+](=O)[O-])c1)n2C	i	-12	-2	5	/	/	i	i	i	i	i
Cc1cc(C)n(S(=O)(=O)c2ccc3oc(=O)ccc3c2)n1	i	-3	-1	0	i	i	i	i	i	i	i
COC(=O)CCC(=O)OC1(C)C(=O)C2=CN(CC(C)C)C(c3ccc(OC)cc3)=CC2=C(Br)C1=O (stereo not given)	i	-10	8	-7	/	/	i	i	i	i	i
COc1ccc(N2C(=O)C(Cl)=C(Nc3ccccc3OC)C2=O)cc1	i	-2	-1	-1	i	i	i	i	i	i	i
CCCNC(=O)c1sc2c(c1C(=O)Nc1ccccn1)CCCC2	i	-9	-9	-10	i	i	i	i	i	i	i
CC(C)C[C@@H](N)c1nnc(SCC(=O)c2ccc(Cl)cc2)o1	i	-13	1	?	i	i	i	i	i	i	i
COc1ccc(-c2nc(O)c3cnccn23)cc1	i	-6	4	-1	i	i	i	i	i	i	i
COC(=O)c1cc(Cl)c(NC(=O)/C=C/c2ccc(OC)c(OC)c2)cc1OC	i	-9	29	2	i	i	i	i	i	i	i
CCN(c1ccccc1)S(=O)(=O)c1c[nH]c2ccc([N+](=O)[O-])cc12	i	-7	-2	1	i	i	i	i	i	i	i
Cc1cc(OCC(=O)N[C@@H](Cc2c[nH]c3ccccc23)C(=O)O)c2c(C)c(C)c(=O)oc2c1	i	-4	2	0	i	i	i	i	i	i	i
Cc1[nH]c2ccccc2c1C(c1ccncc1)N1CCN(c2ccccn2)CC1 (stereo not given)	i	-12	-6	6	i	i	i	i	i	i	i
O=C1S/C(=C\c2ccccn2)C(=O)N1Cc1ccccc1F	i	-5	-2	-3	i	i	i	i	i	i	i
CN(c1ccc(C(=O)Nc2ccccn2)cc1)S(=O)(=O)c1ccccc1	i	-5	10	-1	i	i	i	i	i	i	i
O=C(c1cncc(Br)c1)N1CCN(S(=O)(=O)c2ccccc2)CC1	i	-9	-2	-5	i	i	i	i	i	i	i
O=C(Nc1ccc2c(c1)OCO2)Nc1ccc(Br)cn1	i	-13	-9	-3	i	i	i	i	i	i	i
Cc1cccc(C(=O)N(c2ccccn2)C(C)c2ccco2)c1 (stereo not given)	i	-16	0	0	i	i	i	i	i	i	i
O=C(NC1CCCC1)C1CC(=O)N(CCc2ccccc2)C1 (stereo not given)	i	-9	3	2	i	i	i	i	i	i	i
Cc1c(C)c2ccc(OCC(=O)Nc3ccc(N4CCC(C)CC4)cc3)cc2oc1=O	i	-15	-2	-8	i	i	i	i	i	i	i

Single records, from the list above:
Record of O=C(c1cncc(Br)c1)N1CCN(S(=O)(=O)c2ccccc2)CC1 = KCNQ1 pot = i; hERG rescue = -9; SKKanGAS inh = -2; HDAC3 inhib = -5; ANO1 activ = i; KCNK3 block = i; RGS4 pot = i; ANO1 block = i; RGS4 inh = i; KCNK9 inh = i; KCNQ1 inh = i
Record of COc1ccc(N2C(=O)C(Cl)=C(Nc3ccccc3OC)C2=O)cc1 = KCNQ1 pot = i; hERG rescue = -2; SKKanGAS inh = -1; HDAC3 inhib = -1; ANO1 activ = i; KCNK3 block = i; RGS4 pot = i; ANO1 block = i; RGS4 inh = i; KCNK9 inh = i; KCNQ1 inh = i

(continued)
SMILES	KCNQ1 pot	hERG rescue	SKKanGAS inh	HDAC3 inhib	ANO1 activ	KCNK3 block	RGS4 pot	ANO1 block	RGS4 inh	KCNK9 inh	KCNQ1 inh
Cc1cc(NC(=O)CSc2nnc(-c3c[nH]c4ccccc34)n2C)no1	i	-8	2	1	i	i	i	i	i	i	i
Cn1c(CN2CCOCC2)nnc1SCC(=O)NC1CCCCC1	i	-5	-1	2	i	i	i	i	i	i	i
CC(c1ccccn1)N(CCN(C)C)C(=S)Nc1ccccc1F (stereo not given)	i	-10	3	-2	i	i	i	i	i	i	i
C/C(=N\Nc1nc2ccccc2[nH]1)c1cc2ccccc2o1	i	-23	-7	-2	i	i	i	i	i	i	i
O=C(Nc1ccc(Cl)cc1)N(C1=NCCC1)c1ccc(OC(F)F)cc1	i	-16	-3	2	i	i	-10*	i	i	i	6*
CCOc1cc(N2CCOCC2)c(OCC)cc1NC(=O)c1cccc(N(C)C)c1	i	-19	-4	3	i	i	i	i	i	i	i
O=C(CN(Cc1ccccc1)C(=O)CCC(=O)Nc1nccs1)NCc1ccc(F)cc1	i	-2	-1	-3	i	i	i	i	i	i	i
Cc1ccccc1OCc1nc2ccccc2c(=O)n1/N=C/c1cn[nH]c1-c1ccccc1	i	-13	39	/	i	i	i	i	i	i	i
CC(=O)c1cnn(-c2cc(Oc3cccc(C)c3)ncn2)c1C	i	-5	3	-5	i	i	i	i	i	i	i
O=C(c1ccc2c(=O)n(C3CCCC3)c(=S)[nH]c2c1)N1CCc2ccccc21	i	-10	25	-3	i	i	i	i	i	i	i
CC(C)c1[nH]nc2c1C(c1ccc(OC(=O)c3ccco3)cc1)C(C#N)=C(N)O2 (stereo not given)	i	1	-7	?	i	i	i	i	i	i	i
O=C(Nc1ccc2c(c1)oc1ccccc12)c1cccnc1	i	-6	-8	-4	/	i	i	i	i	i	i
O=C(c1ccc(C(F)(F)F)cc1)C1CCCN(C(=O)Cn2cnnn2)C1 (stereo not given)	i	-3	7	?	i	i	i	i	i	i	i

Compound activity: PubChem BioAssay, several laboratories
